# HEK293 tox: cytotoxic in the GLP-1 receptor inverse agonist counter-screen | HEK293 cAMP-luciferase reporter cells, luminescence, 24 h | Potency, µM (top dose mostly 38.3 µM), inactives show at the highest dose activity change, negative = inhibition, hits mostly inhibitors | 410,000 compounds, 0.13% hits;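 further: loss of luciferase light is scored as toxicity; on the % scale 0 is the no-effect control and ±100 the full control effect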
#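 Step one: seed cells (200 cells/uL, DMEM with 10% Nu serum, 1% pen-strep). Step two: 12-hour incubation at 37 deg C. Step three: pin 23 nL compound, incubate 24 hr. Step four: add luciferase reagent, read luminescence 12 min later.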
# KB-V1 cytotox: KB-V1 MDR subline cytotoxicity; KB-V1 MDR cells viability, CellTiter-Glo, 72 h; Potency, µM (doses to about 46.1 µM), for inactives: top-dose activity change, negative = cytotoxicity, actives largely listed as cytotoxic; 400,000 compounds, 3.4% hits; AID 1347076; further: on the % scale 0 is the no-effect control and ±100 the full control effect; nearly all actives have a fitted effect of over 60% in size
#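 KB-V1 MDR subline cells in DMEM (phenol-red free, 10% FBS) exposed to compounds in qHTS concentration series for 72 h at 37 degrees C. Viability read by CellTiter-Glo luminescence; concentration-effect curves fitted after normalization and correction.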
# GLP-1R agonist: activates the human GLP-1 receptor; HEK293 GLP-1R CRE-luciferase, luminescence, 4-6 h; cells express a hypersensitive GLP-1R form; Potency, µM (titrated, usually from 45.6 µM), for the others: top-dose activation, most hits filed as activators; AID 624172; 380,000 compounds, 0.007% hits; P43220; further: % of control where 0% means no effect
# Target sequence (P43220 whole entry, looked up): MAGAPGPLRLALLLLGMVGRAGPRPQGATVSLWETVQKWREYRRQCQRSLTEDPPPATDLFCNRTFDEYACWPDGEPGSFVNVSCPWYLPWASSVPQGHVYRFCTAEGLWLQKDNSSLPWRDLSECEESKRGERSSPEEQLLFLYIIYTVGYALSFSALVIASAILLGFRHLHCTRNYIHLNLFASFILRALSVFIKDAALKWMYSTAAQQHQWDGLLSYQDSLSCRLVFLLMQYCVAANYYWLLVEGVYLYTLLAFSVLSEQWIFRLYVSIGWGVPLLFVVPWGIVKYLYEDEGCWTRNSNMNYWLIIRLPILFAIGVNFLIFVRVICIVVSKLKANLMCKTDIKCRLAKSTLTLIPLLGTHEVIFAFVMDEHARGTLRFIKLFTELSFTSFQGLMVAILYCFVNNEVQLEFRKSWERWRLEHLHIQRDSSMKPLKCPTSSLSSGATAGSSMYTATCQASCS
# SW480 rereplic: inducers of DNA re-replication in SW480 colon cancer cells; SW480 DNA re-replication, Hoechst DNA content imaging, 48 h; Potency, µM (highest dose often 46.1 µM), for the others: at the highest dose re-replication activation, actives largely listed as activators; 340,000 compounds, 1.8% hits; further: % of control where 0% means no effect; nearly all actives have a fitted effect of over 55% in size
#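 250 cells/well; 23 nL cpd via pin tool; 48 hr, 37 C, 5% CO2; Hoechst 40 min; imager read of total nuclear intensity, ex 405/em 500-530 nm.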
# HT1080NT lethal: kills 2HG-producing HT-1080-NT fibrosarcoma cells; Potency, µM (highest dose often 46.1 µM), for inactives: at the highest dose activity, negative = less viability, actives largely listed as cytotoxic; 360,000 compounds, 1.6% hits; HT-1080-NT fibrosarcoma viability, CellTiter-Glo ATP luminescence, 48 h;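 further: NT is the 2HG producing partner of a matched IDH1 knockdown line; 0% = DMSO-treated cells and -100% = media-only wells without cells; nearly all actives have a fitted effect of over 55% in size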
#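 Toxicity toward the 2HG-producing NT line was scored as %Activity, normalised to DMSO and no-cell wells, from CellTiter-Glo luminescence after 48 hours' treatment.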
# GLP-1R inv ag: inverse agonists of human GLP-1 receptor; 410,000 compounds, 1.6% hits; Potency, µM (doses to about 38.3 µM), inactives show top-dose activity change, negative = inhibition, actives largely listed as inhibitors; AID 624417; HEK293 GLP-1R CRE-luciferase, luminescence, 24 h; GLP-1R form is constitutively active; further: on the % scale 0 is the no-effect control and ±100 the full control effect; nearly all actives have a fitted effect of over 55% in size
#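 GLP-1R inverse agonism mode: basal reporter luminescence in engineered HEK293 cells measured after one day of compound exposure at 37 deg C, with a 12 min room-temperature detection step.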
# KB-3-1 tox: KB-3-1 parental cell cytotoxicity | KB-3-1 viability, CellTiter-Glo ATP luminescence, 72 h | Potency, µM (top dose mostly 46.1 µM), for inactives: at the top dose activity change, negative = cytotoxic, actives largely listed as cytotoxic | AID 1347075 | 400,000 compounds, 1.4% hits; further: on the % scale 0 is the no-effect control and ±100 the full control effect; nearly all actives have a fitted effect of over 60% in size
#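 Luminescent ATP read-out (CellTiter-Glo) measures survival of drug-naive KB-3-1 cells after 72 h compound exposure at 37 °C. Titration series was screened from lowest to highest concentration, with DMSO vehicle plates as background controls.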
# TDP43 rescue: inhibitors of TDP-43 toxicity in yeast. TDP-43 expressing yeast growth rescue, BacTiter-Glo, 24 h. Potency, µM (doses to about 46.1 µM), inactives show at the top dose growth rescue (activation), most hits filed as activators. 410,000 compounds, 1.8% hits; further: % of control where 0% means no effect; nearly all actives have a fitted effect of over 50% in size
#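 Yeast expressing TDP-43 (pregrown in raffinose, seeded at OD600=0.02 in galactose medium) exposed to compounds 24 hr at 30 deg C. Growth read by BacTiter-Glo luminescence; rescue of toxicity appears as increased signal.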
# HT1080 IDH1KD tx: kills HT-1080 cells with IDH1 knockdown; HT-1080 IDH1 knockdown viability, ATP luminescence, 48 h; Potency, µM (highest dose often 46.1 µM), without a hit: top-dose activity, negative = toxicity, hits mostly cytotoxic; 360,000 compounds, 2% hits; AID 686971;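 further: 0% = DMSO wells and -100% = cell-free medium wells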
#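 Luminescent ATP read-out (CellTiter-Glo, 10 min at room temperature) after 48 h compound exposure at 37 °C gave viability of IDH1-knockdown HT-1080 cells. Activity was normalised to DMSO and cell-free wells, then fitted as concentration-response curves.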
# An asterisk follows results filed as active; ? = inconclusive; . = not tested or not shown; [ ] = dose if it differs, or a comment. The call rests on the fitted dose curve; in most records, active means well fitted curve in the direction sought with a large enough effect; inconclusive means small, poorly fitted or top-dose-only effect, or another doubt; inactive means no such curve, though single readings can be large; an effect the other way counts as inactive or inconclusive. Potency means the concentration at half of the fitted maximal effect.
SMILES,HEK293 tox,KB-V1 cytotox,GLP-1R agonist,SW480 rereplic,HT1080NT lethal,GLP-1R inv ag,KB-3-1 tox,TDP43 rescue,HT1080 IDH1KD tx
Cc1cc(C)c(S(=O)(=O)N2C=CC(C(F)(F)F)=NCC2)c(C)c1,10%,0%,6%,-8%,-12%,-20%,-1%,2%,-1%
CSc1nnc(C)c(=O)n1COC(=O)c1ccccc1,-18%,5%,21%,-7%,5%,23%,4%,-3%,8%
COc1cc(C(=S)N2CCCC2)ccc1OCc1ccccc1,-17%,?,17%,12%,-1%,3%,-5%,19%,-4%
COc1ccc(/C=N/N2CCN(c3ccccc3OC)CC2)cc1OC,-11%,?,-3%,-11%,13%,0%,13%,-14%,1%
Cc1cc(OCCN2CCOCC2)nc2ccccc12,16%,17%,-5%,-3%,2%,5%,-2%,7%,6%
COc1cc(NC(=O)COC(=O)c2n[nH]c3ccccc23)c(C)cc1[N+](=O)[O-],2%,0%,-7%,-1%,-4%,13%,0%,6%,-6%
Cn1cc(C(=O)N2CCc3ccccc32)cn1,-13%,23%,1%,2%,-8%,8%,1%,14%,2%
COCCCNC(=O)CN(c1cccc(Cl)c1)S(C)(=O)=O,-4%,-6%,-5%,-3%,-3%,-5%,-2%,-9%,-12%
COCCCNC(=S)N(Cc1ccccc1)Cc1ccc(F)cc1,-4%,?,10%,-14%,-1%,?,-23%,?,1%
CCC(CC)C(=O)OCC(=O)Nc1ccc(S(=O)(=O)N2CCOCC2)cc1OC,-14%,?,8%,-10%,?,0%,?,-3%,5%
Fc1ccc(CSc2nncn2NCc2ccc3c(c2)OCO3)cc1,16%,-8%,3%,-1%,-7%,?,5%,-9%,-20%
COCCCNC(=O)C1CCN(c2nc(C)cc(C)n2)CC1,3%,-1%,-8%,-15%,6%,1%,1%,-19%,9%
O=C(Nc1nc2c(Cl)cccc2s1)c1ccc(Br)o1,0%,19%,-14%,-11%,-13%,0%,1%,-9%,-17%
Cc1ccc(S(=O)(=O)N/N=C\c2ccc([N+](=O)[O-])o2)cc1C,1%,0%,-4%,5%,16%,22%,2%,?,0%
COc1ccccc1C(OC(=O)c1ccco1)C(=O)NC(C)(C)C (centres undefined),-2%,26%,-3%,3%,7%,-6%,11%,20%,15%
O=C(Nc1ccc2c(c1)CN(Cc1ccco1)CC2)C1CCCO1 (centres undefined),0%,19%,0%,-2%,4%,9%,-3%,16%,-2%
CCOc1ccccc1NC(=O)Cn1c(C)cc(COC)c(C#N)c1=O,-6%,-15%,-11%,1%,-1%,?,-2%,-2%,0%
O=C(OCc1nc2ccsc2c(=O)[nH]1)c1ccco1,1%,24%,9%,1%,-2%,31%[activator],14%,7%,9%
Cn1c(NC(=O)c2ccc(S(=O)(=O)N3CCOCC3)cc2)cc(=O)n(C)c1=O,21%,-2%,4%,-4%,3%,19%,11%,1%,1%
CC1CCc2sc(C(=O)NN=C3CCC(c4ccccc4)CC3)cc2C1 (centres undefined),2%,3%,1%,-7%,1%,20%,0%,3%,6%
CCNC(=O)/C=C/c1ccccc1[N+](=O)[O-],3%,12%,-1%,1%,-2%,18%,-2%,2%,10%
Cc1nc2ccccc2nc1N/N=C/c1ccc(O)cc1O,?,?,19%,1.6µM*,?,-9%,?,10%,?
Cc1ccc(-c2cc(-c3ccc(C)o3)nc(N)c2C#N)cc1,66%,0%,6%,23µM*,-10%,15%,-4%,2%,-5%
S=c1nc2c(n[nH]1)c1ccccc1n2CCc1ccccc1,-11%,-11%,0%,-3%,21%,20%,-17%,11%,4%
COc1ccc(-c2nn(C)c3sc(C(=O)N4CCN(c5cccc(C)c5C)CC4)cc23)cc1OC,-3%,21%,.,.,.,5%,-6%,17%,.
CC(=O)N(Cc1ccc(F)cc1)c1cccc(C)c1C,5%,?,6%,?,0%,?,1%,-3%,-13%
COc1ccc(C(=O)NC2CCN(S(=O)(=O)Cc3ccccc3)CC2)c(OC)c1,?,1%,-1%,-2%,0%,-9%,3%,-7%,-1%
CS(=O)(=O)N(CC(=O)NCCSc1ccc(Cl)cc1)c1ccc2c(c1)OCO2,-14%,-10%,1%,-6%,-18%,-29%,-2%,17%,-9%
Cc1c(CNC2CCCCCC2)c(C(=O)O)c(C)n1Cc1c(F)cccc1Cl,7%,?,.,.,.,-9%,6%,-11%,.
CN1C(C(=O)NCc2cccc(Br)c2)CC2Cn3c(nc4ccccc43)C21 (centres undefined),-5%,7%,5%,-2%,1%,10%,0%,12%,4%
CCOC(=O)c1c(/N=C/N(C)C)sc(/C=N/Nc2ccccc2)c1-c1ccc(Cl)cc1,3%,-12%,0%,?,-1%,10µM*,2%,-5%,-4%
C[C@@H]1CN([C@H](C)CO)C(=O)CCCn2cc(nn2)CO[C@H]1CN(C)C(=O)Nc1cccc(C(F)(F)F)c1,6%,0%,25%,.,4%,-1%,12%,?,3%
COc1ccc(NC(=O)c2ccc(F)c(F)c2)c2ccccc12,-1%,-5%,9%,21%,?,-3%,-3%,-8%,11%
COc1ccc2[nH]c3c(c2c1)CCN1C(=O)N([C@@H](C)C(=O)NCc2c(F)cccc2Cl)C(=O)[C@]31C,12%,-16%,14%,4%,-5%,?,?,-4%,-1%
COc1ccc(C(=O)NC2CCCc3c2cnn3-c2ccccc2F)cc1OC (centres undefined),1%,?,6%,?,4%,0%,?,7%,-6%
Cc1ccc(Cl)cc1NC(=O)CCC(=O)NCc1ccco1,-3%,-16%,3%,-5%,7%,-22%,-2%,-2%,16%
COC(=O)COc1ccc(-c2ccc(F)cc2)cc1C=O,-10%[7.66 µM],4%,24%,2%,-26%,20%[7.66 µM],11%,-50%[inhibitor][9.22 µM],-4%
O=C(Nc1nnc([C@@H]2C[C@H](O)[C@@H](CO)O2)s1)Nc1ccccc1Oc1ccccc1,8%,4%,-6%,.,-7%,1%,0%,25%,-6%
CC1CCN(S(=O)(=O)c2ccc(Cl)s2)CC1,-2%,-2%,3%,-64%[inhibitor],11%,-19%,0%,-2%,-15%
O=C(O)CN1C(=O)/C(=C\c2ccccc2OCc2ccc(Cl)cc2Cl)SC1=S,-10%,?,4%,8%,-18%,?,8%,-16%,-16%
CCCc1cc(Nc2c(C)n(C)n(-c3ccccc3)c2=O)n2c(nc3ccccc32)c1C#N,11%,13%,4%,14%,1%,11%,19%,-4%,-6%
Cc1cc(C)cc(OCC(=O)Nc2cnn(CCCC(=O)O)c2)c1,-15%,16%,-4%,-11%,3%,15%,3%,-10%,14%
CC(=O)c1cccc(NC(=O)COc2ccc(S(=O)(=O)N3CCCCC3)cc2)c1,-14%,?,1%,-5%,3%,-4%,9%,5%,2%[9.24 µM]
C/C=C\C=C\C(=O)N1CC2(CC(c3cccc(NC(=O)COc4ccc(Cl)cc4)c3)=NO2)C[C@H]1C(N)=O (some centres undefined),-25%,14%,1%,-2%,-4%,0%,-5%,3%,0%
O=C1CN(N=Cc2ccco2)C(=O)N1,3%,?,0%,1%,9%,0%,-5%,-9%,9%

# Next part; it opens with the five that closed the last part.
SMILES,HEK293 tox,KB-V1 cytotox,GLP-1R agonist,SW480 rereplic,HT1080NT lethal,GLP-1R inv ag,KB-3-1 tox,TDP43 rescue,HT1080 IDH1KD tx
CCCc1cc(Nc2c(C)n(C)n(-c3ccccc3)c2=O)n2c(nc3ccccc32)c1C#N,11%,13%,4%,14%,1%,11%,19%,-4%,-6%
Cc1cc(C)cc(OCC(=O)Nc2cnn(CCCC(=O)O)c2)c1,-15%,16%,-4%,-11%,3%,15%,3%,-10%,14%
CC(=O)c1cccc(NC(=O)COc2ccc(S(=O)(=O)N3CCCCC3)cc2)c1,-14%,?,1%,-5%,3%,-4%,9%,5%,2%[9.24 µM]
C/C=C\C=C\C(=O)N1CC2(CC(c3cccc(NC(=O)COc4ccc(Cl)cc4)c3)=NO2)C[C@H]1C(N)=O (some centres undefined),-25%,14%,1%,-2%,-4%,0%,-5%,3%,0%
O=C1CN(N=Cc2ccco2)C(=O)N1,3%,?,0%,1%,9%,0%,-5%,-9%,9%
CC1CCC(NC(=O)C2CCN(c3cnccn3)CC2)CC1 (centres undefined),1%,-1%,-7%,8%,2%,18%,13%,14%,2%
CCCNC(=O)NC(=O)COc1ccc(-c2ccc(C#N)cc2)cc1,-5%,-1%,-1%,2%,0%,9%,-7%,-17%,1%
CCCn1nc(C(=O)Nc2ccc3c(c2)OCO3)c2ccccc2c1=O,6%,?,7%,8%,-6%,-1%,-7%,?,-16%
NC(=O)c1ncn([C@@H]2O[C@H](CNCc3ccc(OCC(=O)Nc4nccs4)cc3)[C@@H](O)[C@H]2O)n1,-1%,-1%,-5%,-95%[inhibitor],2%,-6%,0%,0%,1%
Cc1ccc(S(=O)(=O)N(C)CCCC(=O)NCc2ccc3c(c2)OCO3)cc1,-3%,-7%,-7%,-4%,2%,-33%,1%,13%,1%
Cc1csc(=O)n1CCC(=O)OCC(=O)Nc1ccc(F)c(F)c1F,-1%,8%,-5%,-5%,-2%,5%,-9%,16%,9%
CCc1ccc(/C=C2/C(=O)N(CC)C(=S)N2C)s1,2%,-8%,17%,-1%,0%,-10%,3%,3%,-3%
O=C1CC(c2ccccc2)Sc2nc3ccccc3n21 (centres undefined),4%,-2%,-3%,6%,29%,-5%,25%,?,?
CN(C(=O)c1ccc(NC(=O)Cc2cccc([N+](=O)[O-])c2)cc1)C1CCCC1,-6%,1%,0%,-18%,-4%,-10%,?,6%,-4%
COc1ccc(CNC(=O)CSc2ncc3c(n2)-c2cc(Cl)ccc2N(Cc2ccccc2)S3(=O)=O)cc1OC,-12%,16%,.,.,.,3%,0%,17%,.
CC(=O)NC(NC(=S)Nc1ccc(S(N)(=O)=O)cc1)C(Cl)(Cl)Cl (centres undefined),10%,16%,-3%,?,-2%,15%,-1%,-2%,-2%
